Source: PubChem
CHT PAM: CHT positive allosteric modulators, primary screen, cell-based, membrane potential dye, choline EC20; hit rate 0.49% among 310,000; CHT-expressing cells; active compounds read high; LV-AA mutant CHT in HEK293 cells; B-score at 10 µM; AID 488977, 2010;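 active = initial fluorescence not abnormally high and integrated response B-score, plate-corrected, over 3 SD above library mean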
Target sequence (Q9GZV3 whole entry, looked up): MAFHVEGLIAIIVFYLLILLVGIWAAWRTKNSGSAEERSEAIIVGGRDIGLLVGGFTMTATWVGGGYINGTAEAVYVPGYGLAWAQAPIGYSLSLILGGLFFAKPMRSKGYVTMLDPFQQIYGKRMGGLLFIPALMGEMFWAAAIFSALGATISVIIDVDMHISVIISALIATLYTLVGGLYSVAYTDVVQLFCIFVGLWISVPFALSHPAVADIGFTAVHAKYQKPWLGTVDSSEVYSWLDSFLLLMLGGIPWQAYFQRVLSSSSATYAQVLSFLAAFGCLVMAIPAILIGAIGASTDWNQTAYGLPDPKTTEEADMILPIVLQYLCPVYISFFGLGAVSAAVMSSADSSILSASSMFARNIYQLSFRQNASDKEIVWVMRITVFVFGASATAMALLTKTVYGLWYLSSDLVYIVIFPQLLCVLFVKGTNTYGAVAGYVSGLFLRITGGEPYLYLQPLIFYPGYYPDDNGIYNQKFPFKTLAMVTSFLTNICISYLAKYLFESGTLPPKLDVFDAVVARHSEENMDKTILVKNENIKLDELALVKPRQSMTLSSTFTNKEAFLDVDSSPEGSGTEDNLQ
OX1R antag-1: antagonists of human orexin 1 receptor (OX1R) | inhibition, % at 6.6 µM | AID 485270, 2010 | hit rate 1.8% among 330,000 | OX1R-expressing cells, FRET antagonist read-out; in the data active = inhibition mostly above about 38%, no sharp cut-off; inactive = mostly below about 40%;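 also: 0% = agonist challenge alone and 100% = reference antagonist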
Target sequence (O43613 whole entry, looked up): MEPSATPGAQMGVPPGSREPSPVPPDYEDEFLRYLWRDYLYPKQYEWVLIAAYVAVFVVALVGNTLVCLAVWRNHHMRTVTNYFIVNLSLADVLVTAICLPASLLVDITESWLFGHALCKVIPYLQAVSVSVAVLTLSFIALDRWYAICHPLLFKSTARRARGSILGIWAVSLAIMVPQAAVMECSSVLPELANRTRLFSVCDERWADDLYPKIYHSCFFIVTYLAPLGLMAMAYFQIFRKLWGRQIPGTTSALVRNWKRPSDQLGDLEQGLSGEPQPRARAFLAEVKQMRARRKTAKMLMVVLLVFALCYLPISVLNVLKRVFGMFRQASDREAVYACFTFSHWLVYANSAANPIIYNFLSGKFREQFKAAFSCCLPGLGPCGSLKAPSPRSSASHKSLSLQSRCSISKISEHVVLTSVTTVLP
OX1R antag-2: OX1R (HCRTR1) antagonists, primary screen, fluorescence, CHO/OX1R cells, Fluo-8 calcium, orexin A; Orexin/Hypocretin receptor type 1 (Homo sapiens), O43613; Fluo-8 calcium fluorescence; AID 434989, 2010; hit rate 0.43% among 330,000; inhibition, % at 5 µM;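 active = inhibition above its plate's threshold, mean inhibition of all tested compounds on the plate plus 3 SD, cut at about 37% in these data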;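 also: 0% = orexin A challenge wells and 100% = SB-334867-A antagonist wells; not every result past the cut was called active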
* = called active by the depositor; i = inactive; . = not tested or not shown.

structure | CHT PAM | OX1R antag-1 | OX1R antag-2
CCN(c1ccccc1)S(=O)(=O)c1cc(NC(=O)C2CC2)ccc1Cl | . | 3 | 7
C=CCn1c(O)c(C2=c3ccccc3=NC2=O)sc1=Nc1ccc(O)cc1 | i | 7 | -8
O=c1[nH]cnc(O)c1C(c1ccc(F)cc1)c1c(O)nc[nH]c1=O | i | 2 | -11
Cc1occc1-c1nnc(SCC(=O)Nc2ccc(F)cc2)n1Cc1ccccc1 | i | 22 | -19
O=C(NCc1ccccc1Cl)C1CCN(C(=O)c2ccco2)CC1 | i | 22 | -6
COc1ccc(CSc2nnc(N)s2)cc1F | i | 11 | -7
COc1ccc(C(=O)NC2CC3CCCC(C2)N3Cc2ccccc2)cc1 (centres undefined) | i | 12 | -32
Cc1nn(Cc2ccccc2)c(N)c1-c1ccccc1 | i | 6 | 4
Cc1[nH]c2ccccc2c1C(=O)COC(=O)C1CCC1 | i | -1 | -12
O=C(c1csc2ccccc12)N1CCN(c2ccccn2)CC1 | i | 18 | -24

structure | CHT PAM | OX1R antag-1 | OX1R antag-2
COc1ccc(COC(=O)Oc2ccc(CNC(C)=O)cc2OC)c([N+](=O)[O-])c1 | i | 33 | -20
COc1cc2nc(N(CCCN(C)C)C(=O)c3ccc(S(=O)(=O)N4CCc5ccccc5C4)cc3)sc2cc1OC | i | 9 | -35
CCCCNC(=O)c1cc2nc3c(c(C(F)(F)F)n2n1)CCc1ccccc1-3 | i | 18 | -3
CCOC(=O)C1=C(C)NC(SCC(=O)Nc2nc(C)cs2)=C(C#N)C1c1cccs1 (centres undefined) | i | 18 | -22
COc1ccc(C(=O)C2CCCN(C(=O)c3cccc(N(C)C)c3)C2)cc1OC (centres undefined) | i | 22 | -26
Cn1nnc(NC(=O)C(c2ccccc2)c2ccccc2)n1 | i | 1 | -9
CC(C)(C)NC(=O)NCc1ccco1 | i | 3 | -12
COc1cccc(-c2nc(N3CCCCC3C)c3ccccc3n2)c1O (centres undefined) | i | 22 | -25
CC(C)(C)Nc1nc(OCC#N)nc(N2CCCCC2)n1 | i | 4 | -23
CC(C)CC(NC(=O)C1CCC(C)CC1)C(=O)NCc1cccnc1 (centres undefined) | i | 10 | -34

structure | CHT PAM | OX1R antag-1 | OX1R antag-2
COc1cc(/C=N/NC(=O)c2cc(-c3ccccc3)nc3ccccc23)ccc1O | i | 17 | 3
O=C(Nc1ncc2c(n1)CC(c1cccc(Cl)c1)CC2=O)c1ccco1 (centres undefined) | i | 12 | -21
COc1ccc(C(=O)NCCS(=O)(=O)NCc2cccs2)cc1 | i | -3 | 10
COCCNC(=O)c1onc(CSc2cc(C)cc(C)c2)c1C(=O)NCCOC | i | 11 | -23
O=C(O)C#Cc1cccc2ccccc12 | i | 7 | 9
CCOc1ccc2[nH]c(=O)c(CN(Cc3ccco3)C(CC)c3nnnn3Cc3ccccc3)cc2c1 (centres undefined) | i | 63 | -66
Cn1c(=O)n(C)c2cc([N+](=O)[O-])c(N3CCN(C(=O)c4ccccc4Cl)CC3)cc21 | i | 19 | 10
O=C(COC(=O)c1ccc(Cl)c(S(=O)(=O)N2CCc3ccccc3C2)c1)Nc1ncc(Cl)cc1Cl | i | 17 | -11
CC(=O)Nc1ccc(NC(=O)C(C)n2c3ccccc3c3nc(=O)cc(C)n32)cc1 (centres undefined) | i | 13 | -27
COc1ccc(CN2C(=O)CNC2=S)cc1 | i | 10 | -9

structure | CHT PAM | OX1R antag-1 | OX1R antag-2
CC(C)(C)C(=O)COC(=O)c1ccccc1O | i | 25 | -21
COc1cccc2[nH]c3c(=O)n(CCCN4CCOCC4)cnc3c12 | i | 6 | -21
Cc1ccc(Cc2cc(C)n[nH]c2=O)cc1 | i | 3 | -12
Cc1cccc(-c2nsc(SCC(=O)NCc3ccco3)n2)c1 | i | 22 | -16
Cn1nc(C(F)(F)F)c(/C=N/OC(=O)c2ccccc2)c1Cl | i | 6 | -40
C/C(=N/N=C1\SCC(=O)N1c1ccccc1)c1ccc(C)cc1 | i | 4 | -3
CC(C)[C@H](NC(=O)C1CC(=O)N(c2ccc3c(c2)OCCO3)C1)C(=O)NC1CCCC1 (some centres undefined) | i | 13 | -4
COCCCNC(=O)c1ccc(Cn2c(=O)c3ccccc3n(Cc3ccccc3C#N)c2=O)cc1 | i | 8 | -23
CN(Cc1cccs1)C(=O)CCc1c[nH]c2ccccc12 | i | 28 | -15
CCC(=O)N(Cc1ccc(S(N)(=O)=O)cc1)C1CC(=O)N(c2ccc(OC)cc2)C1=O (centres undefined) | i | 1 | -13

structure | CHT PAM | OX1R antag-1 | OX1R antag-2
Cc1c(C)n(CCN(C)C)c2ccc(C(=O)OCCN(C)C)cc12 | i | 6 | -11
CC(C)c1ccc(C2C3=C(CC(C)(C)CC3=O)NC3=C2C(=O)c2ccccc23)cc1 (centres undefined) | i | 14 | 35
O=C(Nc1ccccc1N1CCN(C(=O)c2ccc(Cl)cc2)CC1)c1cc2ccccc2o1 | i | 15 | -21
C=CCC[C@@H](Cc1ccc(F)cc1)C(=O)OC[C@@H](NC(=O)[C@@H](CC=C)CC(=O)N[C@H](CO)Cc1ccccc1)C(C)(C)C | . | 5 | -17
Cc1cccc(N2CCN(CC(=O)NCc3ccc(Cl)cc3)CC2)c1C | i | 6 | -34
CNS(=O)(=O)c1cccc(C(=O)OCC(=O)N2CCN(C(=O)c3ccco3)CC2)c1 | . | 2 | -8
O=C(c1ccc(Br)cc1)N1CCN(S(=O)(=O)c2ccccc2)CC1 | i | 16 | -19
CN(C)S(=O)(=O)c1cccc(NC(=O)CN(CCO)CC(=O)Nc2cccc(S(=O)(=O)N(C)C)c2)c1 | i | -3 | 0
O=C(Cc1ccccc1[N+](=O)[O-])NCCSCc1c(F)cccc1Cl | i | 27 | -14
N#Cc1nc(-c2ccc(OCc3ccccc3)cc2)oc1N1CCC(C(N)=O)CC1 | i | 14 | -46

structure | CHT PAM | OX1R antag-1 | OX1R antag-2
NNC(=O)CCN1CCN(C(c2ccccc2)c2ccccc2)CC1 | i | 14 | -37
COc1ccc(Cc2nnc(NC(=O)Nc3ccccc3F)s2)cc1OC | i | -3 | -39
Cc1cccc(S(=O)(=O)N2CCn3cccc3C2C)c1 (centres undefined) | . | 8 | -18
O=C(CCNS(=O)(=O)c1ccc(Br)cc1)Nc1cccc(F)c1 | i | 11 | -8
C=CCN(C(=O)CCC(=O)Nc1cc(C)on1)C(C(=O)NC1CCCC1)c1ccc(CC)cc1 (centres undefined) | i | 11 | -28
Cc1ccccc1OCc1nnc(SCC(=O)N2CCc3ccccc32)n1C | i | 17 | -18
COc1ccccc1NC(C#N)c1ccccc1OCc1ccccc1 (centres undefined) | i | -8 | 5
N/C(=N\OC(=O)c1ccc(F)cc1)c1nonc1N | i | 15 | -3
O=C(Cc1ccccc1)Nc1ccc(NC(=O)C2CCCCC2)nc1 | i | 18 | 7
CC(=O)Nc1ccc(C(=O)OCC(=O)Nc2ccccc2F)cc1 | i | 17 | -2

structure | CHT PAM | OX1R antag-1 | OX1R antag-2
COc1cccc(-c2nn(-c3ccccc3)cc2/C=C(\C#N)C(=O)NCCCn2ccnc2)c1 | i | 19 | -6
CC(C)C[C@@]12C(=O)N(c3cccc(Br)c3)C(=O)N1[C@H](c1ccc(Cl)cc1)[C@@H]1C(=O)N(C3CCCCC3)C(=O)[C@@H]12 | i | 8 | -26
COc1ccc(-c2nnc(SCc3ccccc3F)o2)cc1 | i | 16 | -14
O=C(Nc1ccccc1C(F)(F)F)N1CCN(c2ccccn2)CC1 | i | 10 | -11
Cc1cc(C)n(-c2cccc(Cl)c2C#N)n1 | i | 12 | -7
O=C(NNC(=O)c1csc(N2CCOCC2)n1)c1cccnc1 | i | 4 | -1
CCOc1cc(C2C(C(=O)c3ccco3)=C(O)C(=O)N2CC2CCCO2)ccc1O (centres undefined) | i | 16 | -7
Cc1ccc(C(=O)Nc2cccc(C(F)(F)F)c2)cc1Nc1cncnc1 | i | 39 | -32
CSc1ccccc1NC(=O)c1cc(C)on1 | i | 9 | -12
O=C(CCCN1C(=O)c2ccccc2C1=O)OC1CSCC1NC(=O)c1ccccc1 (centres undefined) | i | 13 | -43

structure | CHT PAM | OX1R antag-1 | OX1R antag-2
Cc1cc2n(n1)C(c1ccccc1)CC(c1ccc(Br)cc1)=N2 (centres undefined) | i | 7 | -8
CCN1C(=O)/C(=C/c2ccc(OCc3ccc(C(=O)O)cc3)c(Cl)c2)NC1=S | i | -11 | -10
c1ccc(OCc2nnnn2-c2ccccc2)cc1 | i | 6 | -14
CC(CNC(=O)c1ccccc1Cl)NC(=O)c1ccccc1Cl (centres undefined) | i | 1 | 3
COC(=O)C(Cc1ccccc1)NC(=O)C(CC(C)C)NC(=O)OC(C)(C)C (centres undefined) | i | 18 | -19
CCOP(=O)(c1ccccc1)C1(C#N)CC1 (centres undefined) | i | 9 | -7
CCCn1cc(SCC(=O)NCC2CCCO2)c2ccccc21 (centres undefined) | i | 12 | -28
COc1cc(OC)cc(-n2nc(C(=O)NCCCN3CCOCC3)c3ccccc3c2=O)c1 | i | 34 | -28
O=C(Nc1ccccc1N1CCOCC1)c1cc(=O)[nH]c2ccccc12 | . | 4 | -2
O=P(c1ccccc1)(c1ccccc1)C(O)c1ccco1 (centres undefined) | i | 8 | -7

Copied from the results shown for reference:
structure | CHT PAM | OX1R antag-1 | OX1R antag-2
CCOc1cc(C2C(C(=O)c3ccco3)=C(O)C(=O)N2CC2CCCO2)ccc1O (centres undefined) | i | 16 | -7
Cc1ccc(C(=O)Nc2cccc(C(F)(F)F)c2)cc1Nc1cncnc1 | i | 39 | -32
CSc1ccccc1NC(=O)c1cc(C)on1 | i | 9 | -12
O=C(CCCN1C(=O)c2ccccc2C1=O)OC1CSCC1NC(=O)c1ccccc1 (centres undefined) | i | 13 | -43
Cc1cc2n(n1)C(c1ccccc1)CC(c1ccc(Br)cc1)=N2 (centres undefined) | i | 7 | -8
CCN1C(=O)/C(=C/c2ccc(OCc3ccc(C(=O)O)cc3)c(Cl)c2)NC1=S | i | -11 | -10
c1ccc(OCc2nnnn2-c2ccccc2)cc1 | i | 6 | -14
CC(CNC(=O)c1ccccc1Cl)NC(=O)c1ccccc1Cl (centres undefined) | i | 1 | 3
COC(=O)C(Cc1ccccc1)NC(=O)C(CC(C)C)NC(=O)OC(C)(C)C (centres undefined) | i | 18 | -19
CCOP(=O)(c1ccccc1)C1(C#N)CC1 (centres undefined) | i | 9 | -7
CCCn1cc(SCC(=O)NCC2CCCO2)c2ccccc21 (centres undefined) | i | 12 | -28
COc1cc(OC)cc(-n2nc(C(=O)NCCCN3CCOCC3)c3ccccc3c2=O)c1 | i | 34 | -28
O=C(Nc1ccccc1N1CCOCC1)c1cc(=O)[nH]c2ccccc12 | . | 4 | -2
O=P(c1ccccc1)(c1ccccc1)C(O)c1ccco1 (centres undefined) | i | 8 | -7

Following part:
structure | CHT PAM | OX1R antag-1 | OX1R antag-2
COc1cc(C(=O)Nc2ccc3c(c2)N(C(=O)CN2CCN(C)CC2)c2ccccc2CC3)cc(OC)c1OC | i | 3 | -19
CCOc1ccccc1OCC(=O)Nc1ccc(S(=O)(=O)Nc2nc(C)cc(C)n2)cc1 | i | 9 | -17
CCOC(=O)N1CCN(CC(=O)n2c(C)c(C)c3ccccc32)CC1 | i | 15 | -32
Cc1[nH]nc2c1C(c1cn[nH]c1-c1ccc(F)cc1)C(C#N)=C(N)O2 (centres undefined) | i | 23 | -4
O=C(Nc1cccc(Cl)c1N1CCOCC1)c1cccnc1Cl | i | 13 | -10
COc1ccc(/C(=C/Nc2cccc(Br)c2)C(C)=O)cc1OC | i | 19 | -16
CCOC(=O)c1c(C)[nH]c(NC(=O)NNC(=O)c2ccccc2Cl)c1C | . | 4 | -3
CCOc1ccc(CN2CCN(CCCn3cccn3)CC2CCO)cc1 (centres undefined) | i | 6 | -22
COc1ccc(CNC(=O)C2CCN(S(=O)(=O)c3cccc4nonc34)CC2)cc1 | i | 30 | -23
O=C1CC(c2cccc(Br)c2)C2=C(CCCC2=O)N1 (centres undefined) | i | 30 | -9

structure | CHT PAM | OX1R antag-1 | OX1R antag-2
Cc1ccccc1C(=O)NCC(=O)NNC(=S)NC(=O)c1ccccc1 | i | 6 | -10
CN(C)S(=O)(=O)c1cccc(NC(=O)c2cnccn2)c1 | i | 6 | -9
Cc1cccc(NC(=O)CCn2cnnn2)c1 | i | 15 | 2
Cn1c(C(O)c2ccc(Br)cc2)nc(Cl)c1Cl (centres undefined) | i | 12 | -22
O=C(CSc1nnc(NC(=O)c2ccccc2F)s1)NC1CC1 | i | -1 | -13
COc1ccc(CCNC(=O)c2cc(-c3ccccn3)nc3ccccc23)cc1 | . | 13 | -28
Cc1nnc(SCc2nnc(-c3cccs3)o2)n1C | i | 9 | 1
Cc1ccc(S(=O)(=O)NCCC(=O)OCC(=O)Nc2ccccc2Cl)cc1 | i | 10 | -24
CCn1c(SCC(=O)Nc2cc(C)on2)nnc1-c1ccccc1 | i | 17 | -3
Cc1cccc2c(C(=O)O)c3cccc(C)c3nc12 | i | 6 | 3
